IL2 activator: activators of IL-2 | activation, % (series mostly up to about 46 µM) | IL-2 activation reporter assay, cell-based qHTS; stimulated with anti-CD3/CD4/CD28 beads; in transgenic mouse T cells | AID 652025 | 360,000 compounds, 0.065% hits; in the data active means activation above about 50%; inconclusive means mostly about 30% to 49%; further: 0% is about no effect
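Unstimulated transgenic mouse T cells, 750 per well, received compound and, after 60 minutes, anti-CD3/anti-CD4 bead plus anti-CD28 stimulation. EGFP and DsRed were quantified after 18 hours.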
EPAC1 agonist: EPAC1 (human) agonism; O95398; EPAC1 agonist qHTS, biochemical assay; response scale: 100% = response to 6.5 mM cAMP; Potency, µM (doses to about 154 µM), without a hit: top-dose activation, most hits filed as activators; 360,000 compounds, 0.073% hits; further: potency means the concentration at half of the fitted maximal effect; nearly all actives have a fitted effect of over 60% in size
Target sequence (O95398 whole entry, looked up): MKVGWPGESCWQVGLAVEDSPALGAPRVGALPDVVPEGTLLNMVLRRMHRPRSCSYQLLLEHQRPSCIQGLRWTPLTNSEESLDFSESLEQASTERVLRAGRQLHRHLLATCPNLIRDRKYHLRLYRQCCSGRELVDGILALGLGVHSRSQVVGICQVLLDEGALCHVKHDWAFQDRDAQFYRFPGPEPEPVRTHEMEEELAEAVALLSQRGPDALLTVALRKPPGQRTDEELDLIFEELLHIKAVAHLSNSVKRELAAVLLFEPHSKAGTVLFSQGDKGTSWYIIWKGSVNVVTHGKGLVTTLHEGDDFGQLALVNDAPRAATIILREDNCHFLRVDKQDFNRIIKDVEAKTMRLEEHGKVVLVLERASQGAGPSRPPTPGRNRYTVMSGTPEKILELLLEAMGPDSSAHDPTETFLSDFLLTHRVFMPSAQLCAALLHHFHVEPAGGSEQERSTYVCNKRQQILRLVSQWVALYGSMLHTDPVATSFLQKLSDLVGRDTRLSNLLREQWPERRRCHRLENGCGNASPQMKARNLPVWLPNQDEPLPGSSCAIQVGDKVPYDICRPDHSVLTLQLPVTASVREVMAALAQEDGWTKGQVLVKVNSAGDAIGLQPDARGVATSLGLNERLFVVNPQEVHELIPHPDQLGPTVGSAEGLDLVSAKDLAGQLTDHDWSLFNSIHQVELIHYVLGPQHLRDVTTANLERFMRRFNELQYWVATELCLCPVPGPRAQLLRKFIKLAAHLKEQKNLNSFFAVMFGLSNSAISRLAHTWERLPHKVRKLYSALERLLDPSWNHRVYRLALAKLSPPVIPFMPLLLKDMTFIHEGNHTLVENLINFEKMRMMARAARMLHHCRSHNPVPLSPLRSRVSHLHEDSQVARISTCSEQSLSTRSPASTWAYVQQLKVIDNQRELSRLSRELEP
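EPAC1 100 nM, Rap1B–BODIPY-GDP 250 nM, unlabeled GDP 50 uM; compound titration; 5 min RT; kinetic read ex480/em540 at 5-min intervals ×30 min; data normalized to 6.5 mM cAMP agonist control.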
FUS suppressor: rescues growth of FUS-expressing yeast | S. cerevisiae FUS-expressing, growth rescue, OD600, 24 h | Potency, µM (highest dose often 76.6 µM), inactives show at the top dose growth rescue (activation), usual class: activators | 390,000 compounds, 0.24% hits | AID 1347120;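 further: potency means the concentration at half of the fitted maximal effect; plate controls were DMSO vehicle for no effect and reference control for full effect; nearly all actives have a fitted effect of over 55% in size; some results filed as inactive show a strong effect at the top dose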
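Compound concentration series was pinned onto galactose-induced FUS-expressing yeast seeded at OD 0.005. Plates sat 24hr at 30C; absorbance at 600 nm gave growth. DMSO served as background control.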
PLK1 PBD block: inhibitors of human PLK1 polo-box domain binding. P53350. Plk1 PBD binding of FITC phosphopeptide, fluorescence polarization. Potency, µM, inactives show max response, negative = inhibition, usual class: inhibitors. 360,000 compounds, 2.8% hits. AID 720504; further: potency means the concentration at half of the fitted maximal effect; series mostly up to about 57 µM; on the % scale 0 is the no-effect control and ±100 the full control effect; nearly all actives have a fitted effect of over 65% in size
PI5P4Ka inh: inhibitors of human PI5P4K alpha | PI5P4Kalpha enzyme, ADP-Glo luminescence, 60 min; stronger effect = lower value | max response, % | 330,000 compounds, 1.2% hits | AID 652105; active means max response of -50% or lower; inconclusive means between -30% and -50%; inactive means -30% or higher; further: value at the top dose of about 77 µM; on the % scale 0 is the no-effect control and ±100 the full control effect
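Controls without substrate or without enzyme flank wells where PI5P4Kalpha converts substrate using 5 microM ATP (final). Incubation lasts 60 minutes at room temperature; ADP formed is read by ADP-Glo luminescence.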
Abeta yeast res: restores growth of yeast expressing A-beta42 peptide; yeast expressing A-beta42, growth rescue, OD600, 48 h; response scale: 0% DMSO, 100% iron-clioquinol control; Potency, µM (top dose mostly 46.1 µM), for inactives: at the highest dose growth rescue, usual class: activators; 410,000 compounds, 0.063% hits; further: potency means the concentration at half of the fitted maximal effect; nearly all actives have a fitted effect of over 55% in size
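Yeast growth medium received pinned compounds, then yeast cells expressing toxic A-beta were added; plates incubated at 30 C for 48 hr. Growth read as absorbance at 600 nm, normalized to DMSO and equimolar FeCl3 plus clioquinol controls.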
EPAC1 antagonist: EPAC1 (human) antagonism. O95398. Potency, µM (doses to about 115 µM), without a hit: at the highest dose activity change, negative = inhibition, actives largely listed as inhibitors. 360,000 compounds, 0.14% hits. EPAC1 GEF assay, Rap1b-BODIPY-GDP exchange fluorescence. AID 720709;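 further: potency means the concentration at half of the fitted maximal effect; plate controls were vehicle for no effect and positive control for full effect; nearly all actives have a fitted effect of over 50% in size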
WRN inhibitor: WRN helicase (human) inhibition; Q14191; WRN helicase unwinding, fluorescent forked duplex, kinetic; Potency, µM (highest dose often 114 µM), without a hit: top-dose activity change, negative = inhibition, usual class: inhibitors; 360,000 compounds, 0.46% hits; AID 651768; further: potency means the concentration at half of the fitted maximal effect; on the % scale 0 is the no-effect control and ±100 the full control effect; nearly all actives have a fitted effect of over 55% in size
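Primary qHTS, 1536-well format. 20 nM WRN + compound, 15 min RT; start with 100 nM forked fluorophore/quencher duplex, 2 mM ATP (final); kinetic read ex 525/em 598 nm.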
* = called active by the depositor; u = inconclusive; x = no result given; [ ] = remark or other dose. Unless noted, the call rests on the fitted dose curve; in most records, active means well fitted curve in the direction sought with a large enough effect; inconclusive means small, poorly fitted or top-dose-only effect, or another doubt; inactive means no such curve, though single readings can be large; an effect the other way counts as inactive or inconclusive.

SMILES | IL2 activator | EPAC1 agonist | FUS suppressor | PLK1 PBD block | PI5P4Ka inh | Abeta yeast res | EPAC1 antagonist | WRN inhibitor
CCN(CC)CCNC(=O)C(=O)Nc1ccc(C(=O)OC)cc1 | 0.2 | 1.5% | 15.8% | 2.9% | -2.3 | 1.9% | 0.4% | 1.0%
Cn1c(SCC(=O)NNC(=O)Nc2ccc(Cl)cc2)nnc1-c1ccccc1 | -2.2 | -0.9% | 34.1% | -5.1% | 5.6 | 19.1% | 20.8% | 1.5%
Cc1ccc(Nc2n[nH]c(C)c2[N+](=O)[O-])c(C)c1 | 0.6 | -0.7% | -4.8% | -2.0% | 6.0 | -16.6% | 4.6% | -11.4%
Cc1ccccc1OCC(=O)NNC(=O)Nc1ccc(Cl)cc1 | 2.2 | 0.0% | 14.5% | -9.1% | 0.3 | 6.8% | 0.0% | 5.6%
N=C1C(c2nc3ccccc3[nH]2)=C(O)CN1C1CCCCC1 | -0.3 | -0.2% | 1.6% | -11.4% | 0.6 | -6.6% | 3.5% | -32.2%
COc1ccc(CN(C2CCCC2)S(=O)(=O)c2ccc(-n3cnnn3)cc2)cc1OC | -2.0 | 12.0% | 41.3% | -5.5% | -3.2 | -5.4% | 10.1% | -10.9%
Cc1c(Br)c(=O)oc2c(Br)c(O)ccc12 | -0.9 | 5.7% | -2.7% | -2.6% | -21.2 | 22.1% | -17.9% | -4.1%
Cc1c(NC(=S)NC(=O)c2sc3ccccc3c2Cl)cccc1C(=O)O | 3.8 | 10.1% | -20.2% | -24.3% | -19.3 | 10.4% | -21.5% | 1.3%
CC(=O)NC(=O)c1ccc(-c2ccc(Cl)cc2)o1 | -0.6 | -10.6% | -2.7% | -12.5% | -0.9 | -9.2% | -3.7% | -1.5%
CC(OC(=O)c1ccc(Cl)nc1)C(=O)N1CCc2ccccc21 (stereo not given) | 5.8 | 8.3% | -5.1% | 4.1% | 1.7 | -15.6% | -3.1% | -12.4%
Cc1cc(C(=O)COc2ccccc2Cl)c(C)n1C1CC1 | -0.2 | 2.5% | -3.7% | -3.9% | -10.6 | u | 1.8% | -3.5%
Clc1ccc(Cn2ccc(-c3ccc4c(c3)OCO4)n2)cc1Cl | -1.5 | 14.5% | 24.1% | -4.4% | x | 12.2% | -8.5% | -8.3%
Cc1nn(Cc2ccc(Cl)cc2)c(C)c1N | 2.7 | 9.9% | -6.4% | -0.9% | -2.1 | 3.5% | -16.2% | -8.2%
CCC(C)(C)NC(=O)C(c1ccc(OC)cc1)N(Cc1ccccc1)C(=O)CCC(=O)Nc1cc(C)on1 (stereo not given) | -0.1 | 0.0% | u | 5.0% | 11.2 | 5.4% | -2.1% | 10.5%
COc1ccc(SC[C@H](Cc2ccccc2)N2CCN(C)CCC2=O)cc1 | -1.9 | 0.3% | 24.9% | 7.1% | 6.5 | 0.9% | 3.4% | 1.3%
CCCN(C(=O)c1ccccc1Cc1ccccc1)C1CCS(=O)(=O)C1 (stereo not given) | -0.9 | 27.3% | 5.8% | -0.7% | 1.0 | 0.5% | -1.0% | 4.2%
CCC1CO/C(=C(\C(=C(Cl)Cl)N2CCOCC2)[N+](=O)[O-])N1 (stereo not given) | -0.1 | 7.8% | -1.7% | -1.9% | 0.1 | -2.6% | -11.9% | -10.4%
Cc1cc2nc(C3CCN(Cc4nnnn4Cc4ccccc4)CC3)[nH]c2cc1C | -2.1 | 7.8% | 5.1% | -6.1% | x | -2.6% | 2.9% | -5.1%
S=C1NCCOCCOCCNC(=S)N2CCOCCOCCN1CCOCCOCC2 | -4.1 | 8.0% | 13.7% | u | -19.7 | 4.5% | -2.4% | 8.3%
Cc1ccc(S(=O)(=O)NCC(=O)N(CC(=O)NCC2CCCO2)Cc2ccco2)cc1 (stereo not given) | 3.6 | 4.9% | 6.1% | 3.4% | 1.5 | 3.1% | -2.2% | -2.7%[57.1 µM]
COc1c(NC=O)c2c(c([N+](=O)[O-])c1OC)C(=O)OC2 | -0.7 | -2.8% | 8.0% | -2.0% | 0.5 | 7.2% | -10.2% | 11.9%
COC(=O)N/N=C/c1cn(CCOc2cccc(OC)c2)c2ccccc12 | -1.1 | 0.8% | 9.3% | 10.2% | -3.2 | 8.9% | -17.4% | -14.3%
N#Cc1cn(CC(=O)NCC2CCCO2)c2ccccc12 (stereo not given) | -1.2 | -6.1% | 20.7% | -0.7% | x | 10.8% | 10.2% | -6.4%
Cc1ccc(NC(=O)c2cc3ccccc3o2)cc1S(=O)(=O)N(C)C | 0.3 | 13.5% | 5.8% | -3.6% | 3.1 | -6.5% | -20.3% | -10.8%
O=C(Oc1ccc(Cl)cc1N1C(=O)CCC1=O)c1ccco1 | -0.3 | 4.5% | -12.3% | -28.8% | -1.7 | 8.4% | -1.2% | 9.0%
COc1cc(CN2CCN(Cc3ccc(SC)cc3)CC2)cc(OC)c1O | -0.6 | 8.3% | 17.4% | -8.2% | -1.8 | 7.2% | 5.0% | -22.6%
CC1(C(=O)NCc2ccccc2)CN(S(C)(=O)=O)CC(=O)N1CCc1ccccc1F (stereo not given) | 0.7 | 2.2% | 5.2% | -8.2% | 0.5 | -12.7% | 3.3% | -1.2%
CC(C)NC(=O)CN1C(=O)CSc2ccc(S(=O)(=O)N3CCCC3)cc21 | -0.2 | 14.8% | -19.0% | 23.8µM* | -3.1 | -0.5% | -29.9% | -2.5%
CCOc1cccc(C(=O)N/N=C/c2coc3ccccc3c2=O)c1 | 0.4 | 3.7% | 22.1% | u | u | -20.1% | 7.7% | -5.2%
Cc1ccn2c(C(=O)NN=C3CCCCCCC3)c(C)nc2c1 | 0.0 | 7.5% | -15.3% | -2.5% | -2.8 | 0.0% | -0.6% | 3.2%
Cc1ccc(OCC(=O)NNC(=O)C2CCCO2)c(C)c1 (stereo not given) | -0.4 | -4.7% | 3.9% | -5.1% | 12.0 | -9.6% | -15.7% | -1.7%
Cc1ccc(-c2n[nH]c(=S)n2-c2ccccc2)cc1 | -1.5 | 0.1% | -14.2% | -17.5% | 4.3 | 13.3% | -3.8% | 9.8%
CCOC(=O)CN1C(=O)CN(c2ccc(C)cc2)C1=O | -2.9 | -10.2% | x | -1.3% | -1.3 | 7.0% | 4.9% | 9.2%
Cc1nc2cc(C(=O)O)ccc2n1-c1ccc(F)cc1F | -0.1 | -5.3% | -6.5% | -2.3% | 1.4 | -6.6% | 17.7% | 4.2%
Cc1ccc(CC(=O)Nc2nnc(-c3ccc(F)cc3)o2)c(C)c1 | 0.6 | 7.8% | -12.0% | -19.5% | 3.8 | x | -17.1% | 0.1%
Cc1nnc(Oc2ccccc2)c2ccccc12 | -2.8 | 7.5% | -38.2% | -5.8% | 7.2 | -8.7%[9.22 µM] | -12.3% | -18.4%
Cc1ccc(S(=O)(=O)N2CCOC2CNC(=O)C(=O)NCCc2c[nH]c3ccccc23)cc1 (stereo not given) | 2.3 | 5.0% | 32.6% | -1.8% | -1.2 | -10.0% | -10.9% | -5.7%
CC1CCN(CC(=O)Nc2cccc(C(=O)Nc3cccc(C(F)(F)F)c3)c2)CC1 | -5.4 | -6.0% | 13.9% | 0.4% | 23.3 | 8.7% | -8.1% | -3.9%
CC(=O)N/C(=C\c1ccc(F)cc1)C(=O)NC(Cc1ccccc1)C(=O)O (stereo not given) | -3.0 | 8.4% | -26.1% | -3.4% | 4.6 | 2.8% | 6.8% | -2.3%
CCn1c(CSc2nnc3ccccn23)nc2cc(C(=O)O)ccc21 | -3.2 | 3.4% | 23.3% | -16.3% | -8.0 | -5.2% | -1.4% | 37.3%[activator][57.1 µM]

Part of the list above with just WRN inhibitor, FUS suppressor and EPAC1 antagonist:
SMILES | WRN inhibitor | FUS suppressor | EPAC1 antagonist
Cc1ccc(-c2n[nH]c(=S)n2-c2ccccc2)cc1 | 9.8% | -14.2% | -3.8%
COc1c(NC=O)c2c(c([N+](=O)[O-])c1OC)C(=O)OC2 | 11.9% | 8.0% | -10.2%
O=C(Oc1ccc(Cl)cc1N1C(=O)CCC1=O)c1ccco1 | 9.0% | -12.3% | -1.2%
CC1(C(=O)NCc2ccccc2)CN(S(C)(=O)=O)CC(=O)N1CCc1ccccc1F (stereo not given) | -1.2% | 5.2% | 3.3%
CC(=O)N/C(=C\c1ccc(F)cc1)C(=O)NC(Cc1ccccc1)C(=O)O (stereo not given) | -2.3% | -26.1% | 6.8%

Carrying on:
SMILES | IL2 activator | EPAC1 agonist | FUS suppressor | PLK1 PBD block | PI5P4Ka inh | Abeta yeast res | EPAC1 antagonist | WRN inhibitor
COc1ccccc1N1CCN(S(=O)(=O)c2cccs2)CC1 | 0.3 | 12.3% | 9.2% | -1.1% | x | 26.1% | -11.3% | -16.1%
Cc1nnc2sc(SCC(=O)N3CCCCC3)nn2c1=O | -0.8 | 9.1% | -3.6% | 2.1% | 1.6 | -0.1% | 1.0% | -0.4%
CCSc1nnc(NC(=O)c2nn(C(C)C)c(=O)c3ccccc23)s1 | 0.7 | 1.2% | 29.0% | -4.1% | x | 1.9% | 2.0% | -9.2%
COCCCNC(=O)C1CCN(C(=O)Nc2ccc(Cl)cc2)CC1 | -1.2 | -0.4% | -4.8% | -2.2% | 3.2 | 13.1% | 10.1% | 12.7%
C#CCN(C[C@@H](CC(C)C)NC(=O)OC(C)(C)C)S(=O)(=O)c1ccc(Br)cc1F | -0.6 | -26.1% | -21.8% | u | -25.8 | -16.0% | -27.8% | -2.9%
O=C(CCCN1C(=O)c2ccccc2C1=O)NCc1ccco1 | -0.7 | 8.9% | -7.7% | -0.6% | 2.0 | -0.5% | 4.7% | 3.0%
O=C(N/N=C/c1ccc([N+](=O)[O-])o1)c1cn2ccc3ccccc3c2n1 | -4.5 | -0.1% | 26.7% | -16.7% | u | -4.0% | -8.6% | -14.4%[11.6 µM]
CC1CCCC(C)N1C(=O)Cn1nnc(-c2ccc([N+](=O)[O-])cc2)n1 (stereo not given) | 1.4 | 4.9% | -5.7% | -0.6% | 0.1 | 9.5% | 15.2% | 1.4%
COc1ccc(CN2CC[C@@H](N3CCOCC3)[C@H](O)C2)cc1F | 0.6 | 9.8% | -3.2% | -12.8% | -4.0 | 5.7% | -14.5% | 1.3%
